# GALR2 antag = GALR2 (human) receptor antagonism; O43603; GALR2-expressing cells, antagonist mode; inhibition, % at 4 µM; 140,000 compounds, 0.39% hits; AID 828; in the data active = inhibition above about 27%;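 also: cells stimulated with galanin 1-16 at roughly its EC80; 0% = agonist challenge control and 100% = basal control without agonist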
# Target sequence (O43603 whole entry, looked up): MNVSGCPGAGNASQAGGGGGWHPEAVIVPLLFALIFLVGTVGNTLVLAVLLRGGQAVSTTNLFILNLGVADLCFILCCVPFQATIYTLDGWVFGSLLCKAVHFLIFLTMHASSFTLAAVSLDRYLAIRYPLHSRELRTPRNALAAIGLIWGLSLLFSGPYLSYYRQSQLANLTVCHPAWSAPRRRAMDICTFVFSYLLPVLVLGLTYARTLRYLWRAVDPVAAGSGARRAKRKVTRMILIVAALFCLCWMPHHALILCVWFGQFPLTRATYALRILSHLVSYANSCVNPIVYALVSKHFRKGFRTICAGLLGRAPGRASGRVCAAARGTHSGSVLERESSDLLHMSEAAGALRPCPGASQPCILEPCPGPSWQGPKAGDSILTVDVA
# Measles CPE = protection of cells from measles virus. protection (pct of control), % at 4 µM. AID 841. Measles virus-infected cells, CPE protection, absorbance. 140,000 compounds, 1.5% hits; in the data active = protection mostly above about 24%, no sharp cut-off; inactive = mostly below about 26%; also: some compounds called inactive have numbers as strong as hits
# E-sel TNF inh = TNF alpha driven E-selectin expression inhibition | HUVEC TNFa-induced E-selectin immunofluorescence, high content | inhibition, % at 2 µM | 120,000 compounds, 0.71% hits;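 active = inhibition above the batch mean plus 3 SD, and confirmed as a hit on visual image review, cut at about 43% in these data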;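 also: 0% = TNF-stimulated DMSO wells and 100% = unstimulated control wells; not every result past the cut was called active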
# bCat KO growth = beta-catenin-lacking colon tumor cell growth suppression; HCT116 beta-catenin knockout viability, CellTiter-Glo, 60 h; active compounds read low; 140,000 compounds, 1.5% hits; viability, % at 10 µM;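 active = viability at or under a set limit, the compound median less 4 SD, cut at about 6% in these data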;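 also: 0% = Hyamine 1622 control at 20 µM and 100% = untreated cell control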
# BB579 growth dn = yeast BB579 growth reduction in restrictive medium; S. cerevisiae BB579 growth, OD615, 48 h; 140,000 compounds, 0.51% hits; AID 804; inhibition, % at 10 µM;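 active = inhibition above a set limit, 3 SD over the mean compound inhibition, cut at about 44% in these data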; also: inactives centre near -24
#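 Test system: Saccharomyces cerevisiae DeaD strain BB579, replicative lifespan model yeast | Buffer or medium: Restrictive CSMM-D medium | Doses: One dose, 10 µM compound with 0.25% DMSO | Incubation: 48 h exposure, 30 °C | Detection: Culture absorbance at 615 nm | Control set: Amphotericin B at 10 µg/mL as positive control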
# HCT116 PTEN-null = PTEN-deleted cell growth suppression; HCT116 PTEN-null viability, CellTiter-Glo, 60 h; active compounds read low; viability, % at 10 µM; 140,000 compounds, 1.2% hits; AID 827;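 active = viability at or below a set limit, 4 SD under the median of all tested compounds, cut at about 3.7% in these data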;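 also: PTEN knockout HCT116 line with beta catenin targeted HCT116 as companion control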
# Yeast lifespan up = yeast lifespan extension; AID 775; 130,000 compounds, 0.68% hits; S. cerevisiae growth with nicotinamide, OD615; deaD strain in restrictive glucose medium; inhibition of the nicotinamide effect, % at 10 µM;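 active = inhibition above a set limit, placed 3 SD over the median of all compounds, cut at about 26% in these data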;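 also: 0% = nicotinamide-treated wells and 100% = cells grown without nicotinamide; some compounds called inactive have numbers as strong as hits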
#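 Test system – modified budding yeast, DeaD strain · Compound – single dose 10 µM compound, 0.25% DMSO · Times – culture preincubation 4 h, compound exposure 48 h, both 30 °C · Detection – optical density (absorbance) at 615 nm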
# Phagocyt inh = blocks phagocytosis by macrophages | inhibition, % at 5 µM | 110,000 compounds, 0.07% hits | J774A.1 macrophage IgG-bead phagocytosis, imaging;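 active = inhibition above the mean of the plate negative controls plus 5 SD, cut at about 13% in these data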;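 also: phagocytic index as fraction of beads internalized from green versus red external bead signal; plate controls were DMSO negative control for no effect and cytochalasin-D positive control for full effect; some results beyond the cut were filed as inactive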
# MRP-1 activ = MRP-1 activation; viability increase, % at 10 µM; H69AR cells + doxorubicin, viability rescue, CellTiter-Glo; 140,000 compounds, 0.61% hits; AID 799;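 active = viability gain under doxorubicin at or above a set limit, the compound median plus 3 SD, cut at about 4.7% in these data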;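 also: MRP-1 overexpressing cells given doxorubicin 25 µM after compound pretreatment; 18-22 h compound pretreatment then 72 h with doxorubicin before readout; 0% = doxorubicin-only wells and 100% = vehicle-treated cells without doxorubicin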
# NPY-Y2 antag = NPY-Y2 (human) receptor antagonism; NPY-Y2 expressing cells, antagonist mode; inhibition, % at 2.7 µM; 140,000 compounds, 0.99% hits; AID 793; in the data active = inhibition above about 17%;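 also: 0% = vehicle with agonist challenge and 100% = reference antagonist with challenge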
# Target sequence (P49146 whole entry, looked up): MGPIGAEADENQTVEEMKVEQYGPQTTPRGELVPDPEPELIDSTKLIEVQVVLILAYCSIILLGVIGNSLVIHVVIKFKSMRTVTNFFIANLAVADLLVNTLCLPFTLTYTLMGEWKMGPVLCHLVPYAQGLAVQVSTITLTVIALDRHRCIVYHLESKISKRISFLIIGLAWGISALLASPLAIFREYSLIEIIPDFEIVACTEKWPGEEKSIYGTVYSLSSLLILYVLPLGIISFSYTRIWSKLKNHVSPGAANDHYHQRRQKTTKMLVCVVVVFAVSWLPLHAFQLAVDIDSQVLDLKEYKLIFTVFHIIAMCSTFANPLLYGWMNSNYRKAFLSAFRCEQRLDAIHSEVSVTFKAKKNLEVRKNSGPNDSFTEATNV
# * hit, by the source's call; . = not tested or not shown.
SMILES,GALR2 antag,Measles CPE,E-sel TNF inh,bCat KO growth,BB579 growth dn,HCT116 PTEN-null,Yeast lifespan up,Phagocyt inh,MRP-1 activ,NPY-Y2 antag
NC(=O)Cc1nc(-c2ccccc2)cs1,16,2,.,89,-6,95,-5,-7,1.9,1
Cc1cccc(C)c1NC(=S)NN1CCN(C)CC1,-9,6,.,84,-47,78,-17,-2,-3.4,2
CCOC(=O)N1CCC(NC(=O)CCC(=O)N2CC(C)Oc3ccc(Cl)cc32)CC1 (stereo unspecified),-7,22,-22,98,-51,111,-8,0,-0.3,5
C=CCOc1ccc2cccc(/C=N/NC(=O)c3cc4cc([N+](=O)[O-])ccc4s3)c2c1,1,26,-5,38,-30,45,-8,1,-3.6,0
Cc1cc(C(=O)Nc2ccccc2C(F)(F)F)no1,3,7,.,91,38,99,-10,-2,0.4,1
O=C(O)CCCC(=O)Nc1ccccc1C(=O)O,12,10,7,99,-10,94,-8,1,-2.0,-1
O=c1[nH]c2cc3c(cc2cc1C(c1nnnn1CC1CCCO1)N1CCCCCC1)OCO3 (stereo unspecified),3,7,22,87,-30,94,0,.,-4.0,1
CC(=O)N(c1ccccc1)C(C)c1nc(C#N)c(C#N)nc1C (stereo unspecified),9,2,7,54,-46,58,6,-3,-3.4,4
CCSc1ccccc1C(=O)NCc1ccc(S(N)(=O)=O)cc1,7,14,-21,90,-9,100,-5,0,-0.3,1
CCCCN1c2cc(C)c(O)cc2C(C(=O)OCC)C1C (stereo unspecified),-12,5,-21,86,-11,94,-9,-1,-1.6,1
COc1ccc(C2=NCC(CSc3nnnn3C)S2)cc1 (stereo unspecified),7,0,.,63,-27,72,-3,0,-1.5,-1
C=CCn1c(SCC(=O)Nc2ccc3c(c2)OCCO3)nnc1-c1ccccn1,-8,5,-4,97,-18,85,-7,-1,-0.7,-1
O=C(CCc1nc(-c2ccccc2F)no1)Nc1ccc(Oc2ccccc2)cc1,0,3,6,9,-35,15,14,1,-2.4,8
CC(=O)c1cc(C(c2csc(C(C)=O)c2)c2csc(C(C)=O)c2)cs1,0,5,-5,71,-25,84,.,.,-6.6,3
N=C1C(c2ccccc2)=C(O)CN1c1cccc(S(N)(=O)=O)c1,-1,10,.,96,-9,100,1,-4,-1.2,2
CN(C)CCNc1ccc(Cl)cc1[N+](=O)[O-],14,7,.,95,-17,109,4,-8,0.4,1
COc1ccccc1NC(=O)C1CCCCN1S(=O)(=O)c1ccc(F)cc1 (stereo unspecified),5,11,.,82,-27,84,1,-3,-2.5,3
O=C(CSc1nnc(-c2ccccc2)o1)NCC1CCCCC1,3,10,9,94,-20,100,-2,1,-1.5,1
CCOC(=O)C1=C(C)Nc2nc(SCc3cccnc3)nn2C1c1ccc(OC)cc1 (stereo unspecified),2,1,.,84,-77,86,-3,0,-1.2,0
COc1cccc(-n2cnc3sc(C)c(C)c3c2=O)c1,-2,6,.,90,-34,97,0,1,-0.2,0
O=C(NCc1ccco1)C12CN(Cc3ccccc3)CC1C(c1cccc([N+](=O)[O-])c1)=NO2 (stereo unspecified),-14,13,-39,71,-36,65,-3,1,-0.7,4
COc1ccc(S(=O)(=O)c2ccc(O)cc2)cc1,3,4,30,113,-30,89,0,1,-1.6,0
O=C1c2ccccc2C(=O)N1CC(=O)N1c2ccccc2Sc2ccccc21,-12,5,2,91,-20,85,-10,.,-2.2,0
CC1CC(C)CN(C(=O)c2cc(-c3ccccn3)nc3ccccc23)C1 (stereo unspecified),-5,6,2,94,-62,96,6,-1,-1.7,2
CC(C)C[C@H](NC(=O)Nc1ccccc1F)C(=O)O,-2,3,1,105,-6,104,-4,0,0.0,3
Cc1ccc(-n2c(SCC(=O)NCc3cccs3)nnc2-c2ccoc2C)cc1,2,25,.,91,-38,89,-7,0,-0.3,7
CSCCCNC(=S)N1CCN(S(=O)(=O)c2cccc(C(F)(F)F)c2)CC1,-14,6,.,67,-33,69,2,-6,-2.4,1
Cc1ccc(-c2nc(N)sc2CC(=O)OCC(=O)NCC2CCCO2)cc1 (stereo unspecified),7,9,-19,99,-33,94,-1,2,-1.5,0
CC1=C(C(=O)OC(C)C)C(c2cccs2)C(C(=O)OC(C)C)=C(C)N1,-4,5,.,83,4,81,4,.,-2.0,0
COC(=O)Cn1cnc2c(nnn2Cc2ccc(Cl)cc2)c1=O,2,1,7,101,-9,108,13,0,1.5,0
O=C(CN(Cc1ccco1)S(=O)(=O)c1cccs1)Nc1ccccc1C(F)(F)F,11,9,.,79,-19,.,8,0,-0.8,5
O=C1CCCCC(=O)c2ccccc2N1,1,7,-32,101,-5,98,-21,.,-2.3,0
CCN1CCN(C(=O)CCCn2c(C)c3cnn(-c4ccccc4)c(=O)c3c2C)CC1,1,1,8,96,-2,98,-10,0,-0.2,-3
COCCNC(=O)CN(c1cccc(OC)c1)S(=O)(=O)c1ccc(C)cc1,8,15,-7,93,-23,89,3,0,-1.6,3
O=C(Nc1ccc(F)cc1F)c1ccc(-n2cncn2)nc1,5,11,-12,97,-36,88,-11,0,-1.1,0
Cc1oc(-c2ccccc2Cl)nc1CSc1nc2c(c(=O)[nH]1)CCC2,10,7,17,83,-16,95,-3,.,-2.2,7
COc1ccc(NC(=O)C2CCCN(S(=O)(=O)c3cccs3)C2)cc1OC (stereo unspecified),-9,4,15,75,-39,87,-7,0,-2.4,2
O=C(CN1CCCCC1)N1CCCc2c1c(=O)oc1ccc(OCc3ccccc3)cc21,-9,23,-21,33,6,13,.,.,-6.9,2
CCN(CC)S(=O)(=O)c1ccc2c(c1)c(=O)c(C(=O)NCCCN(C)c1ccccc1)cn2C,-6,14,-11,90,-40,107,-9,0,-1.3,1
Cc1c(C(=O)Nc2ccc(F)cc2)oc2ccc(S(=O)(=O)N3CCC4(CC3)OCCO4)cc12,-5,6,-27,47,-34,39,-19,-2,-3.4,1
CCCCOC(=O)c1ccc(NC(=O)c2ocnc2C)cc1,-11,10,.,89,-38,86,-7,0,3.2,-3
O=C1OC(c2cccs2)=N/C1=C\c1ccc(-c2cccc(Cl)c2)o1,9,10,-28,92,-18,92,-5,-2,-0.5,6
Cc1ccc(C(=O)NNC(=O)CSc2nnc3c(n2)[nH]c2ccc(F)cc23)cc1,-3,19,-8,79,-40,99,-6,.,-2.3,0
Cc1cc(S(=O)(=O)NCc2ccccc2)ccc1OCC(=O)Nc1cccc([N+](=O)[O-])c1,4,4,.,39,-11,21,-1,-5,-1.4,-3
Cn1c(NC(=O)c2cccc(C(F)(F)F)c2)cc(=O)n(C)c1=O,4,9,-4,95,-8,92,-2,.,-1.4,1

# 9 consecutive records from above, quoted:
SMILES,GALR2 antag,Measles CPE,E-sel TNF inh,bCat KO growth,BB579 growth dn,HCT116 PTEN-null,Yeast lifespan up,Phagocyt inh,MRP-1 activ,NPY-Y2 antag
COc1ccc(NC(=O)C2CCCN(S(=O)(=O)c3cccs3)C2)cc1OC (stereo unspecified),-9,4,15,75,-39,87,-7,0,-2.4,2
O=C(CN1CCCCC1)N1CCCc2c1c(=O)oc1ccc(OCc3ccccc3)cc21,-9,23,-21,33,6,13,.,.,-6.9,2
CCN(CC)S(=O)(=O)c1ccc2c(c1)c(=O)c(C(=O)NCCCN(C)c1ccccc1)cn2C,-6,14,-11,90,-40,107,-9,0,-1.3,1
Cc1c(C(=O)Nc2ccc(F)cc2)oc2ccc(S(=O)(=O)N3CCC4(CC3)OCCO4)cc12,-5,6,-27,47,-34,39,-19,-2,-3.4,1
CCCCOC(=O)c1ccc(NC(=O)c2ocnc2C)cc1,-11,10,.,89,-38,86,-7,0,3.2,-3
O=C1OC(c2cccs2)=N/C1=C\c1ccc(-c2cccc(Cl)c2)o1,9,10,-28,92,-18,92,-5,-2,-0.5,6
Cc1ccc(C(=O)NNC(=O)CSc2nnc3c(n2)[nH]c2ccc(F)cc23)cc1,-3,19,-8,79,-40,99,-6,.,-2.3,0
Cc1cc(S(=O)(=O)NCc2ccccc2)ccc1OCC(=O)Nc1cccc([N+](=O)[O-])c1,4,4,.,39,-11,21,-1,-5,-1.4,-3
Cn1c(NC(=O)c2cccc(C(F)(F)F)c2)cc(=O)n(C)c1=O,4,9,-4,95,-8,92,-2,.,-1.4,1

# New compounds follow.
SMILES,GALR2 antag,Measles CPE,E-sel TNF inh,bCat KO growth,BB579 growth dn,HCT116 PTEN-null,Yeast lifespan up,Phagocyt inh,MRP-1 activ,NPY-Y2 antag
Cn1cccc1CC(=O)NNC(=O)Nc1ccc(Cl)cc1,14,7,-1,80,-32,101,1,.,1.9,6
Cc1nc(=O)c(-c2ccccc2)c(C)n1-c1ccc(C(=O)O)cc1,0,21,.,93,1,96,-6,0,9.1*,1
COc1ccccc1CCNC(=O)c1cnn2c(C(F)F)cc(C)nc12,7,12,-12,98,-25,104,-8,0,-0.3,7
COc1ccc(-c2cc(C3CCN(c4cc(Cl)nc(N)n4)CC3)[nH]n2)cc1,-4,8,-16,37,-95,32,-11,.,-2.2,-3
CC(NC(=O)OC(C)(C)C)C(=O)Oc1cc2oc(=O)cc(-c3ccccc3)c2cc1Cl (stereo unspecified),32*,21,-19,99,-9,98,-7,0,-2.1,6
COc1ccccc1CN(C)C(=O)c1ccc2c(c1)NC(=O)CS2,6,8,-6,92,-45,91,-17,0,-1.6,-3
COc1cccc(C(=O)N(c2ccc(OC)cc2OC)C2C=CS(=O)(=O)C2)c1 (stereo unspecified),12,5,.,94,-19,91,-10,-3,-0.6,1
COC(=O)c1ccccc1NC(=O)c1ccccc1NS(C)(=O)=O,0,1,-14,95,-35,94,-5,0,0.7,3
COCCNS(=O)(=O)c1cc(F)ccc1OC,7,25,-2,109,7,103,-10,0,-1.7,-1
COc1ccc(-c2ccnc(SCC(=O)c3ccc(OC)c(OC)c3)n2)cc1,2,4,.,89,-19,96,0,-10,-1.0,4
COc1ccc(-c2c(C)nn3c(N4CCC5(CC4)OCCO5)cc(C)nc23)cc1OC,-7,15,-39,84,-38,85,-10,0,-2.6,1
CN(c1ccc(S(=O)(=O)N2CCOCC2)cn1)C1CCCCC1,-2,7,20,89,2,84,-6,0,-0.7,8
C=C(C)C1CC=C(C)/C(=N/NC(=O)COc2cccc3ccccc23)C1 (stereo unspecified),-13,6,-2,89,-8,92,.,.,-1.7,3
N#CC1=C(N)C(C#N)(C#N)C2(CCC3(CC2)OCCO3)C2CC3(CC=C12)OCCO3 (stereo unspecified),-5,4,21,91,-20,92,-2,-1,-1.8,-2
Cc1ccc(-c2nc3ccccc3s2)cc1S(=O)(=O)N1CCOCC1,0,4,43,85,-17,80,-10,-1,0.4,4

# Assay outcomes: PubChem BioAssay, several laboratories
